From PubChem
Cdc25B block – inhibitors of Cdc25B phosphatase catalytic domain, primary screen, biochemical, OMFP fluorescence. M-phase inducer phosphatase 2 (Homo sapiens), P30305. AID 368, 2006. recombinant Cdc25B, OMFP fluorescence Ex485/Em525. inhibition, %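 (compounds tested at 10 µM final in the well)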. 65,000 tested, 0.1% active; in the data active = inhibition above about 50%
DUSP1 inh – MKP-1 phosphatase inhibitors, primary screen, biochemical, in vitro. AID 374, 2006. Dual specificity protein phosphatase 1 (Homo sapiens), P28562. inhibition, %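 (compounds tested at a single concentration somewhere between 10 and 100 µM)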. recombinant MKP-1, OMFP hydrolysis fluorescence. 65,000 tested, 0.15% active;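 active = inhibition above about 50%, limit read from the data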;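 also: 0% = DMSO max control wells and 100% = wells with enzyme stopped by NaOH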
Target sequence (P28562 whole entry, looked up): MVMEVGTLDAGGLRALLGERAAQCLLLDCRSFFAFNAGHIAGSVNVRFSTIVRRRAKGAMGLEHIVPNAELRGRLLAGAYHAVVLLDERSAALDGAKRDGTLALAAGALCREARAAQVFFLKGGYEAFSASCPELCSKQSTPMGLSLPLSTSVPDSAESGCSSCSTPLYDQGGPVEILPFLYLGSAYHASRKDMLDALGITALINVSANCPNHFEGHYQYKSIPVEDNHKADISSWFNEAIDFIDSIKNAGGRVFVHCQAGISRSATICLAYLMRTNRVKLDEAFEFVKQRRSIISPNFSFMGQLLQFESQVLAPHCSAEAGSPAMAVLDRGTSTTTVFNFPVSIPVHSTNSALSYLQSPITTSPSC
JNK3 blocker – JNK3 kinase activity inhibitors, primary screen, biochemical, human, purified enzyme | Mitogen-activated protein kinase 10 (Homo sapiens), P53779 | HTS | inhibition, % at 8 µM | 60,000 tested, 0.61% active; in the data active = inhibition above about 17%;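 also: 0% = DMSO and 100% = reference inhibitor; many of its hits are not listed in these tables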
Target sequence (P53779 whole entry, looked up): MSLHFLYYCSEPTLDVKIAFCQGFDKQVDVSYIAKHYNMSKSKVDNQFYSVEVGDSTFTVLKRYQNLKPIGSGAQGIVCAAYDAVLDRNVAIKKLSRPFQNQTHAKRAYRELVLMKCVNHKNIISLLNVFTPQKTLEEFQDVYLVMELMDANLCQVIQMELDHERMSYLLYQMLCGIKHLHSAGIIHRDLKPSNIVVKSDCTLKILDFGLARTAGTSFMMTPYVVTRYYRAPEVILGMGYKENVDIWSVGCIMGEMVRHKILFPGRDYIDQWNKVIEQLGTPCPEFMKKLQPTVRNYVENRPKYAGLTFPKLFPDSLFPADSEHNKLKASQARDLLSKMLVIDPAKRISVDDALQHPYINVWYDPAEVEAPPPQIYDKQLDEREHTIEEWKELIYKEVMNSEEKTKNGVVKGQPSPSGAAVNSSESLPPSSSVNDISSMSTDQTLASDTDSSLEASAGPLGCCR
Her2 expr inh – inhibitors of Her2 protein expression, primary screen, SKBR-3 cells, AlphaScreen, 66K library | SKBR-3 HER2 protein level, 18-24 h; hits give low values | 65,000 tested, 0.69% active | HER2 level % of control, % at 10 µM | Receptor tyrosine-protein kinase erbB-2 (Homo sapiens), P04626 | AID 645, 2007;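 active = HER2 level under 5% of the carrier-only control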;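 also: 100% = DMSO carrier and 0% = 500 nM PU-H71 HSP90 inhibitor; lower value means stronger loss of Her2 protein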
ROCK2 blocker – inhibitors of human ROCK2 kinase, primary screen, biochemical, high-throughput, luminescence; inhibition, % at 6 µM; 60,000 tested, 0.35% active; purified ROCK2, Kinase-Glo ATP depletion luminescence;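 active = inhibition above the screen-wide mean inhibition plus 3 SD, cut at about 18% in these data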;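 also: plate controls were DMSO wells for no effect and Y-27632 control wells after no-enzyme background subtraction for full effect; many of its hits are not listed in these tables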
Hsp90 inh – tumor Hsp90 inhibitors, primary screen, cell lysate, fluorescence polarization, NCI-N417 lysate | Heat shock protein HSP 90-alpha (Homo sapiens), P07900 | Cy3B-geldanamycin FP displacement | inhibition, % at 30 µM | 64,000 tested, 0.35% active | AID 429, 2006;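 active = inhibition above 50%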;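 also: 0% = tracer plus lysate wells and 100% = tracer alone without lysate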
PKA inh – inhibitors of human PKA kinase activity, primary screen, biochemical, ATP-depletion luminescence, Kemptide substrate; PKA Kemptide phosphorylation, Kinase-Glo ATP luminescence; 65,000 tested, 0.1% active; cAMP-dependent protein kinase catalytic subunit alpha (Homo sapiens), P17612; inhibition, % at 6 µM;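 active = inhibition above the screen-wide mean inhibition plus 3 SD, cut at about 21% in these data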; also: many of its hits are not listed in these tables
A340 absorber – compound light absorbance at 340 nm, profiling panel, artefact control, biochemical, MLSMR library, data from PS, PMK, MK assays; compound absorbance at 340 nm, fold over control; 65,000 tested, under 10 active; AID 708, 2007; fold change at 10 µM;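 active = at 10 µM dose, initial 340 nm absorbance at least 2 fold that of control wells; inactive = change under 2 fold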;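 also: initial absorbance extrapolated from kinetic A340 decline of NADH oxidation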
Fluor 339 460 – intrinsic fluorescence of library compounds, ex339/em460 – biochemical, MLSMR library, data from DPM-DC assay, artefact control, profiling panel. compound autofluorescence, ex339/em460 nm, NADH buffer; hits give high values; 1 = no-compound wells, NADH background. fluorescence fold increase at 10 µM. 65,000 tested, 5.5% active. AID 709, 2007;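 active = at 10 µM, mean starting fluorescence two-fold or more over control wells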;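 also: signal is the first read of a kinetic run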
An asterisk follows results filed as active; . = no result given. Some of the compounds tested, so the mix of outcomes need not match the whole.

A first look, 4 compounds:
SMILES | Cdc25B block | DUSP1 inh | JNK3 blocker | Her2 expr inh | ROCK2 blocker | Hsp90 inh | PKA inh | A340 absorber | Fluor 339 460
CN(CC(=O)Nn1cnnc1)S(=O)(=O)c1cc(Cl)ccc1Cl | -8 | 6 | 3 | 77 | 4 | -2 | 8 | 1.1 | 1
CCCC(NC(=O)c1ccccc1)c1nc2ccccc2n1Cc1ccc(C(=O)OC)o1 (stereo not drawn) | -13 | -12 | -3 | 86 | 2 | 1 | 9 | 1 | 1
Cc1ccc(NC2c3ncccc3C(=O)N2Cc2ccc(F)cc2)cc1 (stereo not drawn) | -8 | 28 | -3 | 122 | 1 | -2 | 2 | 1.1 | 1.1
O=C(O)C(Cc1c[nH]c2ccccc12)NS(=O)(=O)c1cccc2nsnc12 (stereo not drawn) | 16 | -11 | -2 | 103 | 4 | -4 | 6 | 1 | 1.1

The list itself, previewed entries included:
SMILES | Cdc25B block | DUSP1 inh | JNK3 blocker | Her2 expr inh | ROCK2 blocker | Hsp90 inh | PKA inh | A340 absorber | Fluor 339 460
CN(CC(=O)Nn1cnnc1)S(=O)(=O)c1cc(Cl)ccc1Cl | -8 | 6 | 3 | 77 | 4 | -2 | 8 | 1.1 | 1
CCCC(NC(=O)c1ccccc1)c1nc2ccccc2n1Cc1ccc(C(=O)OC)o1 (stereo not drawn) | -13 | -12 | -3 | 86 | 2 | 1 | 9 | 1 | 1
Cc1ccc(NC2c3ncccc3C(=O)N2Cc2ccc(F)cc2)cc1 (stereo not drawn) | -8 | 28 | -3 | 122 | 1 | -2 | 2 | 1.1 | 1.1
O=C(O)C(Cc1c[nH]c2ccccc12)NS(=O)(=O)c1cccc2nsnc12 (stereo not drawn) | 16 | -11 | -2 | 103 | 4 | -4 | 6 | 1 | 1.1
Cc1ccc(C(CCN)c2ccco2)cc1 (stereo not drawn) | -4 | -3 | 9 | 88 | 8 | -2 | 9 | 0.99 | 1
Cc1nccc2[nH]c(=O)c(C(=O)NCCCN(C)C3CCCCC3)cc12 | 5 | -2 | 0 | 106 | 6 | 2 | 6 | 1 | 1.1
CC(C)CCn1c(SCC#N)nc2c(sc3ccccc32)c1=O | -10 | -3 | 3 | 42 | 3 | 0 | 11 | 1 | 1.7
CCn1c(SCC(=O)c2ccc(O)c(O)c2)nnc1-c1ccccc1OC | 9 | 25 | -3 | 99 | 7 | 67* | -2 | 1.1 | 1.1
CCS(=O)(=O)N1CCC(C(=O)N2CCN(c3ccccc3)CC2)CC1 | -27 | 21 | -3 | 98 | -5 | -2 | -6 | 1 | 1.1
Cc1ccsc1/C=N/n1cnc2sc(C)c(C)c2c1=O | 1 | 26 | 1 | 127 | 4 | -2 | 0 | 1.1 | 1
CC1CN(c2nc3c(c(=O)n(C)c(=O)n3C)n2Cc2c(Cl)cccc2Cl)CC(C)O1 (stereo not drawn) | -4 | 11 | -6 | 117 | 5 | -1 | 6 | 1 | 1.1
O=C(Nc1nccs1)C1CCCN1S(=O)(=O)c1ccc(Cl)cc1 (stereo not drawn) | 17 | 3 | -1 | 104 | 2 | -3 | -1 | 0.99 | 1.1
CCOC(=O)N1CCC(=C(C#N)C(=O)Nc2cc(OC)ccc2OC)CC1 | -10 | -19 | -4 | 145 | 1 | -3 | -1 | 1 | 1.1
Cc1ccc2nc(NC(=O)COC(=O)c3ccco3)sc2c1 | 5 | -26 | . | 73 | . | -3 | 2 | 1.1 | 1.1
C=CCOC(=O)C1CC=CCC1C(=O)Oc1ccc(F)cc1F (stereo not drawn) | 6 | -5 | 1 | 100 | 6 | -1 | 10 | 1 | 1.1
O=C(Nc1ccc2c(c1)nc1n2CCOC1)C1CCCCC1 | -1 | -15 | 0 | 104 | 2 | -1 | 5 | 1 | 1.1
CC1CN(C(=O)c2cnn3c(C(F)F)cc(-c4ccccc4)nc23)CC(C)O1 (stereo not drawn) | -9 | 11 | . | 68 | . | 0 | 5 | 1.1 | 1.8
CCN(CC)S(=O)(=O)c1ccc(NC(=O)c2ccccn2)cc1 | -11 | 10 | 10 | 127 | 2 | -4 | 7 | 1 | 0.97
O=C(Cn1cc2c(n1)CCCCC2)N1CCc2ccccc2C1 | -4 | -2 | -6 | 96 | -2 | 0 | -8 | 0.99 | 1.1
CCOC(=O)CN1CC23C=CC(O2)C(C(=O)N2CCN(c4ccc(F)cc4)CC2)C3C1=O (stereo not drawn) | -10 | -3 | 1 | 96 | 2 | 0 | 9 | 1.1 | 1.1
Cc1ccc(NCc2nnc(SCC(=O)c3ccccc3)n2Cc2ccco2)c(C)c1 | -9 | 30 | . | 68 | . | -3 | 8 | 1 | 1
CCCOC(=O)NC(CC)COC(=O)Nc1cc(C)ccc1C (stereo not drawn) | -6 | 7 | -4 | 81 | 5 | -4 | 6 | 0.98 | 1.1
CCOC(=O)c1c(C)oc2ccc(NS(=O)(=O)c3ccc4c5c(cccc35)C(=O)N4)cc12 | 1 | 30 | -3 | 48 | 0 | 4 | 5 | 1 | 1.4
CC1CCCCN1C(=O)Cn1c(=O)n(CCC(=O)NCc2ccco2)c(=O)c2sccc21 (stereo not drawn) | -13 | 2 | 4 | 92 | 6 | -2 | 8 | 0.98 | 1.1
COc1cccc(OC)c1C(=O)N1CCN(c2ccccn2)CC1 | -14 | 5 | -2 | 80 | 0 | 0 | -1 | 1.1 | 1.2
O=C(CN(C1CC1)S(=O)(=O)c1ccc(S(=O)(=O)N2CCCCCC2)cc1)Nc1ccccc1 | -12 | -28 | 5 | 87 | 4 | 1 | 8 | 1 | 1.1
O=c1c2ccccc2nc(SCc2cn3ccsc3n2)n1-c1ccccc1F | 2 | 8 | 11 | 69 | 4 | -3 | 16 | 0.99 | 1.1
CCOC(=O)c1c(NC(=O)CN(CC)CC)sc2c1CCC2 | -5 | 9 | 0 | 120 | 6 | -2 | 2 | 1.1 | 1.1
CC(=O)c1cccc(NC(=O)CN(c2ccc(C)cc2)S(=O)(=O)c2cccc3nonc23)c1 | -6 | 7 | 0 | 88 | 1 | -7 | 9 | 0.98 | 1
O=C(O)CCN(CCC(=O)O)S(=O)(=O)c1ccccc1 | -6 | 0 | -5 | 76 | 5 | 3 | 15 | 0.97 | 1.1
O=C(OC(C(=O)NCC1CCCO1)c1ccccc1F)c1ccco1 (stereo not drawn) | 2 | 7 | -5 | 76 | 4 | -3 | 8 | 0.99 | 1.1
COC(=O)COc1nc(C)c(Br)c(OC)n1 | -3 | 2 | 0 | 95 | 4 | -2 | 2 | 0.96 | 1.1
Cn1c(=O)[nH]c(=O)c2c1nc(OC(=O)c1ccccc1)n2CC(O)COc1ccc(F)cc1 (stereo not drawn) | -1 | 6 | -5 | 86 | 8 | 0 | 6 | 1 | 1.2
COc1cccc(-c2csc(N3CCN(Cc4ccccc4)CC3)n2)c1 | -8 | 10 | -3 | 65 | 2 | 1 | 2 | 1 | 1.1
COc1ccc(N2CCN(C(c3cccc(OC)c3OC)c3nnnn3C3CCCC3)CC2)cc1 (stereo not drawn) | -4 | 3 | -2 | 140 | -2 | -5 | -1 | 1 | 1
COc1ccccc1C1CC(c2ccc(Cl)cc2Cl)Nc2nc(N)nn21 (stereo not drawn) | -5 | 28 | -2 | 95 | 3 | -2 | 6 | 1 | 1.1
CC1=C(C(=O)OCCOC(C)C)C(c2cc3c(cc2Br)OCO3)C2=C(CCCC2=O)N1 (stereo not drawn) | 3 | -9 | 6 | 99 | 4 | 4 | 11 | 1 | 1.3
O=S(=O)(Nc1nc2ccccc2nc1Nc1ccc2c(c1)OCCO2)c1cccs1 | 14 | 35 | 0 | 123 | 4 | 39 | 8 | 1.1 | 1.2
O=C(CC1N=C2c3ccccc3N=C(SCc3ccc(F)cc3)N2C1=O)NCc1ccco1 (stereo not drawn) | -9 | 35 | 8 | 106 | 0 | -4 | 1 | 1 | 1.7
CCOc1ccc(C(=O)Nc2ccc(N3CCCC3)cc2)cc1 | 5 | 12 | . | 123 | . | -4 | 6 | 1.1 | 1.2
CCCNCc1cc(OCC)c(OCC(N)=O)cc1Br | -3 | 2 | 1 | 96 | 7 | -2 | 9 | 1.1 | 1.1
Cc1ccc(-n2nc3c(c2NC(=O)c2ccc(OC(C)C)cc2)CS(=O)C3)cc1 (stereo not drawn) | 18 | 6 | 4 | 90 | 6 | -4 | 8 | 1 | 1
Cc1ccc(OCC(=O)Nc2cccc(O)c2)cc1C | -1 | 1 | 2 | 94 | 0 | 1 | 7 | 1 | 1.1
Cn1nnnc1-c1cc(Br)ccc1NC(=O)c1ccccc1 | -4 | -16 | 1 | 67 | 12 | 0 | 8 | 1.1 | 1.1
Cc1ccc(CS(=O)(=O)CCC(=O)NCc2ccccn2)cc1 | 6 | 3 | -6 | 82 | -2 | 1 | -6 | 0.98 | 1.1
CCOc1ccc(NC(=O)CN2C(=O)C3CCCN3C2=O)cc1 (stereo not drawn) | -7 | -3 | 17* | 91 | -8 | -1 | 1 | 0.99 | 1
CC(=O)Nc1ccc(S(=O)(=O)N(C2=NCC(C)S2)c2ccccc2)cc1 (stereo not drawn) | -8 | 5 | 4 | 78 | 6 | 4 | 7 | 1 | 1
COc1cc2c(cc1O)C(SC)=NC(C)(C)C2 | -3 | -15 | 4 | 113 | 5 | 1 | 8 | 1 | 1
CCc1c(C)nc2c(C#N)c(C)[nH]n2c1=O | 3 | 6 | . | 113 | . | -9 | 6 | 1 | 1.1
Cc1cc2nc(-c3cccc(NC(=O)c4ccc(Br)o4)c3C)oc2cc1C | 1 | 21 | 6 | 101 | 3 | 0 | 0 | 1.1 | 1.3
CN(C)/C=N/c1c(C#N)cnn1-c1ccccc1 | -5 | 6 | 8 | 57 | 1 | -2 | -2 | 1 | 1.1
CCCCC1CC(CSc2ncn[nH]2)OC1=O (stereo not drawn) | -5 | 11 | . | 105 | . | . | 5 | 1 | 1.1
Nc1c(S(=O)(=O)c2ccccc2)c2nc3ccccc3nc2n1Cc1ccco1 | 5 | 17 | . | 88 | . | . | 8 | 1.1 | 2.2*
CCc1c(C)nc2ncnn2c1N1CCC(C(=O)N2CCN(c3ccc(F)cc3)CC2)CC1 | -1 | 7 | -5 | 104 | 4 | -10 | 9 | 1.1 | 1
CCOc1ccc(NC(=O)CN2CCN(CC(=O)Nc3ccc4c(c3)OCCO4)CC2)cc1 | -5 | 4 | 0 | 127 | 7 | -5 | 14 | 1 | 1.1
Cc1cc(Cl)ccc1OCC(=O)N1CCCCC1 | 2 | 0 | -6 | 82 | 3 | -6 | 3 | 1.1 | 1.1
Cc1nnc(N2CCOCC2)c2ccccc12 | 5 | -17 | -2 | 155 | 0 | -3 | -2 | 1 | 1
CCOc1ccc(-c2nnc3sc(COc4ccccc4)nn23)cc1 | 4 | -12 | -6 | 75 | 2 | -1 | 4 | 0.99 | 1.1
CC(C)(C)OC(=O)N1CCC(C(=O)O)CC1 | 13 | -5 | 10 | 84 | 5 | 0 | 6 | 1.1 | 1.1
O=C1CCCc2c1nc(-c1ccccc1)n2O | -6 | 2 | 6 | 102 | 7 | 8 | 4 | 1.1 | 2.1*
O=c1oc2ccccc2n1CCn1c2ccccc2c2nc3ccccc3nc21 | -15 | -1 | -3 | 48 | 6 | 0 | 6 | 1 | 1.5
